# CHO parental Ca = counter-screen: ATP calcium response change in parental CHO cells. parental CHO-K1, ATP-induced calcium, Fluo-8 fluorescence. inhibition, % at 5.6 µM. hit rate 0.63% among 330,000. AID 463079;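 active = inhibition above that plate's mean sample inhibition plus 3 SD, cut at about 26% in these data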;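 also: 0% = ATP-challenged DMSO wells and 100% = DMSO wells without ATP; some compounds past the cut are filed as inactive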
#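 material = parental CHO cells | also added = ATP as calcium-mobilizing challenge | dosing = single point at 5.6 µM | detection = intracellular calcium via Fluo-8 no-wash fluorescent dye | read-out = % inhibition | benchmarks = low control ATP plus DMSO, high control DMSO only | repeats = one well per compound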
# M1 ag = human M1 muscarinic receptor agonism | CHO-K1 hM1, Fluo-8 calcium fluorescence, agonist mode; 0% DMSO, 100% acetylcholine EC100 | activation, % at 3 µM | hit rate 0.33% among 360,000 | AID 588814;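 active = activation above the run's mean compound activation plus 3 SD, cut at about 16% in these data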;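 also: peak over basal fluorescence ratio within a 140 s kinetic read after compound addition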
# Target sequence (P11229 whole entry, looked up): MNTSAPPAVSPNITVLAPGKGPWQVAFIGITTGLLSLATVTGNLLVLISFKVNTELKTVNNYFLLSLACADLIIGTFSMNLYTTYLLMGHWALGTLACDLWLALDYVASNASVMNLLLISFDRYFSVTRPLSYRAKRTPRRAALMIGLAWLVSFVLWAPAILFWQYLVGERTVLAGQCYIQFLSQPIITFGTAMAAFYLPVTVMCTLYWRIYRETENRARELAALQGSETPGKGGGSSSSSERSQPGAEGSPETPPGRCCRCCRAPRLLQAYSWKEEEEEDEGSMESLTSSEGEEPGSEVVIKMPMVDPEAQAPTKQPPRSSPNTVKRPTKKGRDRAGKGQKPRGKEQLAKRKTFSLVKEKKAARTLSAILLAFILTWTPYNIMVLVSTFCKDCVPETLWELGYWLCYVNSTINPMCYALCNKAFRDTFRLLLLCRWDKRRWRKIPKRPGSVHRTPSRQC
# CHO-K1 Ca ag = M1 agonist counterscreen hit in parental CHO-K1 cells; activation, % at 3 µM; AID 602248; Fluo-8 calcium fluorescence; scaled to maximal ATP response, vehicle zero; hit rate 0.48% among 360,000; in the data active = activation above about 15%;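 also: untransfected CHO-K1 host cells lacking M1 receptor as counterscreen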
# M1 antag = human CHRM1 antagonism; inhibition, % at 3 µM; hit rate 1.3% among 360,000; AID 588852; CHO-K1 hM1, Fluo-8 calcium fluorescence, ACh EC80 antagonist; P11229;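 active = percent inhibition above its own plate's cutoff, namely the mean of that plate's compound wells plus 3 SD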;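 also: peak over basal fluorescence ratio during 140 s after agonist addition; 0% = ACh EC80 plus DMSO and 100% = DMSO alone without agonist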
# TAAR1 agonist = agonists of human TAAR1; Q96RJ0; CHO RD-HGA16 TAAR1, Fluo-8 calcium fluorescence; vehicle wells 0%, saturating PEA agonist 100%; activation, % at 3 µM; hit rate 0.99% among 360,000; AID 624467;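 active = activation above the mean activation of all test compounds in the run plus 3 SD, cut at about 38% in these data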
# Target sequence (Q96RJ0 whole entry, looked up): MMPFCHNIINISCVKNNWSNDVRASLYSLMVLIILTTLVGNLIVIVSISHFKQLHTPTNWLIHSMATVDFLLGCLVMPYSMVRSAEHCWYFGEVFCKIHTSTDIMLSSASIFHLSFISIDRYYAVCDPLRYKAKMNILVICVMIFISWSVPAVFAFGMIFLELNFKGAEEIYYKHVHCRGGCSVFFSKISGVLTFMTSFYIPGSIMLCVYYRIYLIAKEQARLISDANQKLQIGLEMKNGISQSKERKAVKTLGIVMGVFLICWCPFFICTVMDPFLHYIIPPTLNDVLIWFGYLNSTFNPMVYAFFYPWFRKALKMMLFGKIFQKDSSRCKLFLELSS
#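 Test system: RD-HGA16 (CHO) cells co-expressing Gα16 and hTAAR1; dosing: one-point dosing at 3 µM (nominal); timing: 17-24 h seeding, 75 min 37 °C dye, 30 min RT; signal: kinetic Fluo-8 calcium fluorescence; read-out basis: % activation relative to PEA EC100 response; controls: DMSO and PEA EC100; replicates: n 1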
# CHRM1 PAM = human CHRM1 positive allosteric modulation. P11229. CHO-K1 hM1, Fluo-8 calcium fluorescence, ACh EC20; 0% = ACh EC20, 100% = maximal ACh. activation, % at 3 µM. hit rate 0.088% among 360,000; in the data active = activation above about 19%, passing the limit was not always enough
# TAAR1 antag = antagonists of human TAAR1; Q96RJ0; CHO RD-HGA16 TAAR1, Fluo-8 calcium fluorescence, antagonist; hit rate 1.5% among 360,000; inhibition, % at 3 µM; AID 624466;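 active = inhibition above a per-plate cutoff, the mean inhibition of test compounds on that plate plus 3 SD, cut at about 49% in these data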;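 also: 0% = DMSO plus EC80 beta-PEA response and 100% = DMSO alone without agonist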
#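 Test system: CHO RD-HGA16 cells bearing hTAAR1 | Reagent: β-PEA, EC80 | Compound dosing: 3 µM, single point | Schedule: Dye loading 75 min at 37 °C, then 30 min room temperature | Signal: Calcium fluorescence with Fluo-8 | Evaluation: Percent inhibition of PEA-evoked calcium signal, max/basal emission ratio | Control set: DMSO-only wells and EC80 β-PEA-stimulated wells | Repeats: Singlicate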
# CHO-K1 Ca PAM = counter-screen for M1 PAMs: effect in parental CHO-K1 cells | ATP EC20, Fluo-8 calcium fluorescence; 0% at ATP EC20, 100% at ATP max | hit rate 0.02% among 360,000 | AID 602247 | activation, % at 3 µM;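 active = activation above the run cutoff, the mean activation of all test compounds plus 3 SD, cut at about 40% in these data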;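 also: peak over basal fluorescence ratio in a 140 s read after ATP addition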
# CHO-K1 Ca antag = M1 antagonist counterscreen hit in parental CHO-K1 cells; ATP-induced calcium, Fluo-8 fluorescence; inhibition, % at 3 µM; hit rate 0.6% among 360,000;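 active = inhibition above a per-plate cutoff, the plate's mean sample inhibition plus 3 SD, cut at about 24% in these data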;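 also: 0% = DMSO plus EC80 ATP and 100% = DMSO alone without ATP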
# Active calls of the source: *; / = no result given. Compounds were not picked by outcome; overall some 4.4% were active at least once.
SMILES,CHO parental Ca,M1 ag,CHO-K1 Ca ag,M1 antag,TAAR1 agonist,CHRM1 PAM,TAAR1 antag,CHO-K1 Ca PAM,CHO-K1 Ca antag
COc1ccc(C)cc1NC(=O)CNC(c1ccccc1)c1ccc(C)cc1 (stereo unspecified),-2,-4,0.1,-16,2,9,0,11,-20
COCCNCCCCOc1ccccc1-c1ccccc1,-4,-9,1.5,6,3,-2,-19,20,-7
Cc1cc(OCC(=O)OCC(=O)Nc2ccc(Cl)cn2)ccc1Cl,-15,-5,1.8,1,5,-2,3,10,-13
O=C(Nc1ccc(Br)cn1)c1cccc(S(=O)(=O)N2CCCC2)c1,-23,-4,1.9,-5,1,1,-8,24,-10
CCN(CC)CCNC(=O)Cn1c(-c2ccccn2)nc2ccccc21,-5,-6,-0.3,5,3,-9,4,2,2
CN1CCN(c2nc(-c3cccnc3)nc3scc(-c4ccccc4)c23)CC1,-23,-8,1.1,12,3,-9,-5,10,-6
COc1ccc(NC(=O)CN(C)C(=O)C2CC(=O)N(c3ccc4c(c3)OCCO4)C2)cc1 (stereo unspecified),-3,-2,-0.1,-3,5,4,-24,8,6
COc1ccc(O)c(C(=O)c2cnc3onc(C)c3c2)c1,10,-3,0.6,-8,0,8,4,14,-4
CCN(c1ccc(NC(=O)COC(=O)CCC(=O)c2ccc(F)cc2)cc1)C(C)C,-11,-6,0.8,2,6,-9,-15,5,-3
O=C(Nc1ccc(Cl)cc1)c1ccc2c(c1)OCO2,-7,-2,0.9,-16,-1,1,9,13,3
CCCCc1ccc(NC(=O)CSc2nc(=O)n3cc(C)ccc3n2)cc1,-11,0,0.0,-22,0,11,1,-14,4
CCN(CC(=O)Nc1ccc(NC(C)=O)cc1)C(=O)C1CC(=O)N(Cc2ccc(C)cc2)C1 (stereo unspecified),-15,-1,-0.2,-10,0,4,-2,-13,13
COc1ccc(-c2cc3c(=O)n(CC(=O)N4CCCC4)ncn3n2)cc1,-6,-2,1.8,-6,0,6,-21,25,-11
CCOC(=O)/C(=C\c1ccc([N+](=O)[O-])cc1)C(=O)c1cc(C(C)=O)c(Nc2ccccc2)s1,-28,-2,0.0,-4,7,4,-3,12,-7
O=C(NC(c1ccc(Cl)cc1)c1cnccn1)C1CCN(Cc2ccccc2)CC1 (stereo unspecified),/,-7,0.4,3,0,-2,-1,3,-5
COc1ccc(S(=O)(=O)NCc2ccccc2Cl)cc1OC,-3,-1,0.6,-7,8,9,-8,7,-5
CC(=O)c1c(C)[nH]c(C(=O)OCC(=O)Nc2ccc3[nH]c(=O)[nH]c3c2)c1C,-5,-4,-0.1,4,2,-1,-5,7,14
Cn1c(NNC(=O)c2c(F)cccc2F)cc(=O)n(C)c1=O,-5,-2,0.8,-21,0,19,-9,23,-15
Cc1cc(C)cc(NC(=O)CCCN2C(=O)C(c3ccccc3)Oc3cccnc32)c1 (stereo unspecified),-28,-2,2.1,5,-1,0,17,10,-6
CC(C)(C)c1ccc(C(=O)Nc2ccc(CC(=O)O)cc2)o1,3,-5,0.1,-1,9,1,-6,3,-11
Cc1ccc(S(=O)(=O)NCCCCCCNS(=O)(=O)c2ccc(C)cc2)cc1,/,-2,5.5,0,2,-3,5,2,-11
COc1cccc(CNC(=O)c2ccc(COc3ccccc3)cc2)c1,-8,-1,0.2,-3,-1,6,-28,-12,-1
C=CCN(Cc1nc(-c2cc(OC)c3c(c2)OCO3)oc1C)C1CCS(=O)(=O)C1 (stereo unspecified),-17,-9,0.7,0,4,4,-3,23,-2
C=CCN(CC=C)Cc1cc(=O)oc2ccccc12,/,-2,0.5,-41,2,3,-12,0,-11
Fc1ccc2c(c1)C(c1ccc(N3CCOCC3)cc1)=NNC(c1cccs1)=N2,-8,-4,1.0,-8,/,7,/,17,-5
COc1ccc(Cn2nnnc2C(c2cc(OC)ccc2OC)N2CCC(C(N)=O)CC2)cc1 (stereo unspecified),-9,-3,0.6,-4,12,3,-11,19,-10
COc1ccc(-n2nc(C(=O)NCC(=O)NCc3ccc(F)cc3)c3ccccc3c2=O)cc1OC,-13,-3,2.5,6,10,-3,29,7,-15
CC(=O)c1c(O)c(C)c(O)c2c1OC1=CC(=O)/C(=C(/C)N)C(=O)C12C (stereo unspecified),/,-2,0.2,-3,9,2,-16,-11,5
O=C(Nc1ccc(O)c2c(=O)cc(-c3cccc(Cl)c3)oc12)c1ccccc1Cl,-30,-2,0.2,-11,15,0,33,-5,-5
COc1ccc2nc(Cl)c(C3CC(c4ccco4)=NN3C(=O)CCCC(=O)O)cc2c1 (stereo unspecified),-6,-1,0.5,-5,0,2,-27,14,-10
Cc1cc(Cl)c(S(N)(=O)=O)cc1OCC(N)=O,-3,-2,-0.3,4,11,-4,4,-1,-9
CCOc1ccc(N2C(=O)c3cccnc3C2Nc2ccc(F)cc2)cc1 (stereo unspecified),-18,-5,-0.2,6,4,-1,7,-7,7
CC(=O)Nc1cccc(NC(=O)c2cccc(Cl)c2)c1,/,6,0.5,-16,6,8,2,7,-4
Cc1ccc(C(=O)C(C)OC(=O)Cn2cnc3c2c(=O)n(C)c(=O)n3C)cc1 (stereo unspecified),-1,0,1.6,-4,1,-4,-4,-4,-4
COc1ccc(OC)c(CCNC(=O)c2ccc3c(c2)N(Cc2ccccc2)CCS3)c1,-32,-1,0.2,-11,2,1,22,5,-15
Cc1ccccc1N1C(=O)c2cccc([N+](=O)[O-])c2C1=O,/,-4,0.4,-2,4,6,-18,13,-9
CC(=O)NC(=S)Nc1cc(C(F)(F)F)ccc1N1CCOCC1,-7,-5,0.3,3,2,1,-1,10,-3
Cc1ccccc1C(=O)Nc1ccnn1C1CCN(Cc2cnn(C)c2)CC1,-8,-3,0.2,-2,0,3,-6,14,-11
CCOC(=O)CCCNC(=O)CCNC(=O)c1ccc(OCC(C)C)cc1,-9,-2,-0.2,-7,1,4,2,-1,-8
CCOc1cc(N2CCOCC2)c(OCC)cc1NC(=O)COC(=O)c1ccc([N+](=O)[O-])o1,-10,0,1.0,9,4,-2,-12,14,-7
CC(=O)c1ccc(OCC(O)CN(C)CCOc2ccc(Br)cc2)cc1 (stereo unspecified),17,-9,9.3,12,4,-14,8,10,-6
Cn1ccnc1SCC(=O)NCC(=O)Nc1ccc(F)c(F)c1F,-9,-4,0.1,1,2,-1,14,-5,-3
CNC(C)C#Cc1ccc2c(=O)c3ccccc3oc2c1 (stereo unspecified),-23,-11,-0.4,5,2,-5,11,-2,-12
C=CCN1C(=O)C2C(C(=O)NCc3ccccc3)C3(C)C=CC2(O3)C1C(=O)NC(C)(C)C (stereo unspecified),-3,-2,0.3,-14,2,6,-13,13,-3
COc1ccc(OC)c(NS(=O)(=O)c2cccc3cccnc23)c1,5,-4,1.6,-13,-2,8,-16,10,-4
COc1ccccc1C(=O)/C=C/c1ccc(N2CCCCC2)c([N+](=O)[O-])c1,-26,-8,-0.3,7,-1,0,15,-9,14
O=C(O)CCN1C(=O)C2C3C=CC(C2C1=O)C1C(=O)N(CCC(=O)O)C(=O)C31 (stereo unspecified),/,0,-0.1,-1,5,13,-14,-4,13
O=C(NCc1ccco1)Nc1ccc([N+](=O)[O-])cc1,1,-1,6.0,8,11,-8,22,13,-19
O=[N+]([O-])c1ccc2nc(NS(=O)(=O)c3ccc(F)cc3)sc2c1,0,-4,-0.2,3,10,-3,-7,-10,-3
Cc1ccccc1CN(c1ccc(C(=O)Nc2ccccc2C(=O)NCc2ccco2)cc1)S(C)(=O)=O,-6,0,2.5,12,10,-7,23,2,-3
Cc1ccc(-n2cnc3scc(-c4cccs4)c3c2=O)cc1,-9,3,0.7,11,5,-2,-7,10,7
CCOC(=O)c1ccc(Oc2nc(N(C)C)nc(N3CCOCC3)n2)cc1,-19,-10,1.1,7,7,1,2,24,-6
CC1(C)C(=O)OC(C(=O)c2ccc(Cl)cc2)C(C)(C)C1=O (stereo unspecified),-26,-7,0.1,2,3,2,-22,-4,15
CCOC(=O)Cn1nc(-c2ccc(C)cc2)c2ccccc2c1=O,13,-1,0.5,-4,-1,10,-25,9,-9
Cc1ccc(N2C(=O)N(CC(=O)NCc3ccc(Cl)cc3)C(=O)C2C)cc1 (stereo unspecified),-29,4,1.7,-10,14,6,2,9,-18
CCc1ccccc1NC(=S)N1CCNC(=O)C1CC(=O)OC (stereo unspecified),-4,-6,-0.1,-8,6,5,-1,14,-2
O=C(O)c1cc(S(=O)(=O)NC(Cc2c[nH]c3ccccc23)C(=O)O)ccc1Cl (stereo unspecified),3,-4,0.5,-9,1,8,-15,-10,-6
CCn1cc(CN2CCN(CC(C)(C)C)C(CCO)C2)c2ccccc21 (stereo unspecified),-16,-6,0.2,-6,3,1,-1,1,-3
CC(=O)NS(=O)(=O)c1ccc(NC(=O)c2ccc(Br)o2)cc1,-1,-2,0.6,-10,13,11,-1,19,-17
O=c1cc(N2CCc3ccccc32)[nH]c(=O)n1-c1ccccc1Cl,-4,-8,-0.1,3,1,2,20,-9,12

# The list continues.
SMILES,CHO parental Ca,M1 ag,CHO-K1 Ca ag,M1 antag,TAAR1 agonist,CHRM1 PAM,TAAR1 antag,CHO-K1 Ca PAM,CHO-K1 Ca antag
Cc1cccc(C)c1NC(=O)CCN1C(=O)C2C3CCC(C3)C2C1=O (stereo unspecified),6,-3,0.2,-12,5,8,6,6,-3
CC(C)c1ccc(N(CC(=O)NCC2CCCO2)C(=O)CCC(=O)Nc2nccs2)cc1 (stereo unspecified),-14,-11,2.4,-10,11,3,-9,3,-19
Cc1nc([N+](=O)[O-])nn1C12CC3CC(CC(Cl)(C3)C1)C2,8,-12,1.4,-11,1,8,-8,23,-6
Cn1cccc1C(=O)NC(=O)COC(=O)c1ccc(S(C)(=O)=O)cc1,-2,-1,0.1,-4,3,-1,-2,4,-2
O=C(Nc1ccc2c(c1)OCCO2)C1c2ccccc2OCC(=O)N1CCc1c[nH]c2ccccc12 (stereo unspecified),/,/,2.6,/,2,/,12,7,-9
COc1ccc(-c2cn(-c3ccc(C)cc3)c(=O)n2CC(=O)Nc2cccc(F)c2)cc1,-10,-4,-0.3,-8,3,5,4,-10,2
CN(C)S(=O)(=O)Oc1ccsc1C(=O)Nc1cccc(Cl)c1Cl,46*,-3,0.2,1,1,2,5,8,-2

# Individual results from the entries so far.
# Reading for Cn1cccc1C(=O)NC(=O)COC(=O)c1ccc(S(C)(=O)=O)cc1 in TAAR1 agonist: 3
# Reading for Cc1nc([N+](=O)[O-])nn1C12CC3CC(CC(Cl)(C3)C1)C2 in CHO-K1 Ca PAM: 23
# Reading for CN(C)S(=O)(=O)Oc1ccsc1C(=O)Nc1cccc(Cl)c1Cl in CHO-K1 Ca PAM: 8

# Bioassay records as filed in PubChem.
